HT1080 IDH1KD tx = HT-1080 IDH1 knockdown cell toxicity (counter line) | HT-1080 IDH1 knockdown viability, ATP luminescence, 48 h | Potency, µM (titrated, usually from 46.1 µM), for inactives: at the top dose activity, negative = toxicity, hits mostly cytotoxic | 2% of 360,000 active;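 note: potency is the fitted concentration of half-maximal effect; 0% = DMSO wells and -100% = cell-free medium wells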
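After a 2 h attachment period, IDH1KD HT-1080 cells took pin-transferred compound for 48 h at 37 °C; ATP-based luminescence after 10 min room-temperature reagent incubation reported viability.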
KB-V1 MDR tox = KB-V1 MDR subline cytotoxicity; KB-V1 MDR cells viability, CellTiter-Glo, 72 h; 3.4% of 400,000 active; Potency, µM (doses to about 46.1 µM), for the others: at the highest dose activity change, negative = cytotoxicity, actives largely listed as cytotoxic; note: potency is the fitted concentration of half-maximal effect; % is set by controls: 0 for no effect and ±100 for the full control effect; nearly all actives have a fitted effect of over 60% in size
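KB-V1, DMEM (no phenol red) + 10% FBS; cpd pin-transferred, titration series; 72 h, 37 degrees C; CellTiter-Glo, luminescence. Data normalized, curve-fit.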
WRN inhibitor = inhibitors of human WRN helicase; Potency, µM (highest dose often 114 µM), for the others: at the highest dose activity change, negative = inhibition, hits mostly inhibitors; WRN helicase unwinding, fluorescent forked duplex, kinetic; 0.46% of 360,000 active; Q14191; note: potency is the fitted concentration of half-maximal effect; % is set by controls: 0 for no effect and ±100 for the full control effect; nearly all actives have a fitted effect of over 55% in size
Target sequence (Q14191 whole entry, looked up): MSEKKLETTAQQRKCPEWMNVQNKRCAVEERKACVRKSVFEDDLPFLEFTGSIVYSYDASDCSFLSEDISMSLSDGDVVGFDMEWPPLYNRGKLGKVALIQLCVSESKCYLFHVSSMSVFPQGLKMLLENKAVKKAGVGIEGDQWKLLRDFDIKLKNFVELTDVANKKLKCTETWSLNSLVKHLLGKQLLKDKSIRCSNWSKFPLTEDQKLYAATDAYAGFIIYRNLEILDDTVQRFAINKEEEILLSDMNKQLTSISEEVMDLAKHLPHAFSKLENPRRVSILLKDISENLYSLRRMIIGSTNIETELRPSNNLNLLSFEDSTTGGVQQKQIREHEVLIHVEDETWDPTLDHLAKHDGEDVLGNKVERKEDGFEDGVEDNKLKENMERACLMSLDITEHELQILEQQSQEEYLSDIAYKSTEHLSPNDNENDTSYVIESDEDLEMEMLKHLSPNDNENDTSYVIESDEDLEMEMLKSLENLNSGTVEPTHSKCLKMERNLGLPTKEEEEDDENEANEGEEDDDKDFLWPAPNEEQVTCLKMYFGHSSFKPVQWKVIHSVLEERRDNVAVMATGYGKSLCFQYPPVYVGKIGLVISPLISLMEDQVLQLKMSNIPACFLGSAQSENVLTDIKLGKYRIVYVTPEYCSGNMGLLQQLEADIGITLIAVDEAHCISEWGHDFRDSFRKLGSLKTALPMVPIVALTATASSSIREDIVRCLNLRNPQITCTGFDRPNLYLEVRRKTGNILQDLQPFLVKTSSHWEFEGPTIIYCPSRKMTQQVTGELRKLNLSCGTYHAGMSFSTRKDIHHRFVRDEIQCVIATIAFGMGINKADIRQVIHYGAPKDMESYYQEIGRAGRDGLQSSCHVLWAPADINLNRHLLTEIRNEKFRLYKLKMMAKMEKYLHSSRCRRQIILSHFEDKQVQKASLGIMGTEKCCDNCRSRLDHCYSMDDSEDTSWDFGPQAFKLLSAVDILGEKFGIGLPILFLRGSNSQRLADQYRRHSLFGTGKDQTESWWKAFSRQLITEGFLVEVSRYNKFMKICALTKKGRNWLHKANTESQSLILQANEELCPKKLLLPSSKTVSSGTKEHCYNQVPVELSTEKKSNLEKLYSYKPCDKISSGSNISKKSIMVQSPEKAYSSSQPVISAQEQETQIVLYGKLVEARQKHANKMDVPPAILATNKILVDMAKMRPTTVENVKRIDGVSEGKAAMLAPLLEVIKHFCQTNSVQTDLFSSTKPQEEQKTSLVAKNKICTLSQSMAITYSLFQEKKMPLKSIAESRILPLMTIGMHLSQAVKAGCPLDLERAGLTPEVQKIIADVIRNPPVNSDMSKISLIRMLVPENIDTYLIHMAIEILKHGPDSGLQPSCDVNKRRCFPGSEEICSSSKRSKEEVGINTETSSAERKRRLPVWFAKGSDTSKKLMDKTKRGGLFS
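Kinetic fluorescence helicase assay: unwinding of a quenched forked DNA duplex (100 nM final) with 2 mM ATP final raises red fluorescence (525/598 nm). Compounds sat 15 min at room temperature with 20 nM WRN beforehand.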
HT1080NT lethal = kills 2HG-producing HT-1080-NT fibrosarcoma cells | HT-1080-NT fibrosarcoma viability, CellTiter-Glo ATP luminescence, 48 h | Potency, µM (series often up to 46.1 µM), inactives show top-dose activity, negative = less viability, actives largely listed as cytotoxic | 1.6% of 360,000 active;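 note: NT is the 2HG producing partner of a matched IDH1 knockdown line; potency is the fitted concentration of half-maximal effect; 0% = DMSO-treated cells and -100% = media-only wells without cells; nearly all actives have a fitted effect of over 55% in size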
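Toxicity toward the 2HG-producing NT line was scored as %Activity, normalised to DMSO and no-cell wells, from CellTiter-Glo luminescence after 48 hours' treatment.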
KB-3-1 tox = KB-3-1 parental cell cytotoxicity; 1.4% of 400,000 active; AID 1347075; KB-3-1 viability, CellTiter-Glo ATP luminescence, 72 h; Potency, µM (doses to about 46.1 µM), inactives show at the highest dose activity change, negative = cytotoxic, hits mostly cytotoxic; note: potency is the fitted concentration of half-maximal effect; % is set by controls: 0 for no effect and ±100 for the full control effect; nearly all actives have a fitted effect of over 60% in size
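72 h, 37 °C compound treatment of KB-3-1 parental cells; CellTiter-Glo added, 10 min, luminescence read. Data corrected against DMSO-only plates and normalized before curve fitting.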
IL1B secr inh = blocks inflammasome-driven IL-1 beta release; THP-1 LPS/ATP IL-1B secretion, AlphaLISA, 16 h; active compounds read low; activity change, % at 57.5 µM; 4.7% of 360,000 active; in the data active = activity change below about -50%; inconclusive = mostly about -30% to -49%; note: % is set by controls: 0 for no effect and ±100 for the full control effect
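THP-1 cells pretreated 1 hr with compounds (up to 57.5 uM final), then stimulated with LPS (250 ng/mL final) plus ATP (1.25 mM final); secreted IL-1B measured by AlphaLISA after 16 hr, decreased signal indicating inhibition.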
MCF10A rerep = DNA re-replication induction in MCF 10a cells | MCF 10A DNA re-replication, Hoechst nuclear intensity, 48 h | Potency, µM (doses to about 46.1 µM), for the others: at the highest dose activity, positive = re-replication, hits mostly activators | 2.9% of 350,000 active; note: potency is the fitted concentration of half-maximal effect; % of control where 0% means no effect; nearly all actives have a fitted effect of over 50% in size
SW480 rereplic = inducers of DNA re-replication in SW480 colon cancer cells; 1.8% of 340,000 active; Potency, µM (series often up to 46.1 µM), inactives show at the highest dose re-replication activation, usual class: activators; SW480 DNA re-replication, Hoechst DNA content imaging, 48 h; note: potency is the fitted concentration of half-maximal effect; % of control where 0% means no effect; nearly all actives have a fitted effect of over 55% in size
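250 cells/well; 23 nL cpd via pin tool; 48 hr, 37 C, 5% CO2; Hoechst 40 min; imager read of total nuclear intensity, ex 405/em 500-530 nm.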
ATXN2 expr inh = reduces ATXN2 reporter expression in HEK-293 cells; HEK-293 ATXN2-luciferase reporter, luminescence, 24 h; Potency, µM (highest dose often 57 µM), without a hit: at the top dose activity change, negative = inhibition, usual class: inhibitors; 0.72% of 360,000 active; AID 1745845; note: potency is the fitted concentration of half-maximal effect; % is set by controls: 0 for no effect and ±100 for the full control effect; nearly all actives have a fitted effect of over 55% in size
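ATXN2-luciferase reporter cells (luciferase flanked by upstream and downstream ATXN2 gene portions) were treated 24 h at 37 °C with compounds at up to 57 uM. SteadyGlo luminescence gave expression; GF-AFC fluorescence gave viability.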
* = called active by the depositor; ? = inconclusive; . = not tested or not shown; [ ] = another dose, or the depositor's remark. Unless noted, calls come from the whole dose curve; as a rule, active = well fitted curve in the direction sought with a large enough effect; inconclusive = small, poorly fitted or top-dose-only effect, or another doubt; inactive = no such curve, though single readings can be large; an effect the other way counts as inactive or inconclusive.

Order of results: HT1080NT lethal | KB-3-1 tox | SW480 rereplic | KB-V1 MDR tox | MCF10A rerep | HT1080 IDH1KD tx | IL1B secr inh | ATXN2 expr inh | WRN inhibitor
CCCCN(C(=O)c1c(CC)noc1C)c1c(N)n(CCCC)c(=O)[nH]c1=O
    4% | -5% | -118%[inhibitor] | 30% | -12% | 12% | 15 | 1% | -12%
Cc1ccc(/C=N/N2CCN(Cc3ccccc3)CC2)s1
    11% | 1% | -2% | 3% | 2% | 2% | ? | 49%[activator] | -2%
NS(=O)(=O)c1ccc(CNC(=O)c2scc3c2CCCC3)cc1
    0% | -4% | 0% | 0% | -1% | 9% | 34 | 3% | -9%
N#C/C(=C/c1cc(Cl)c(O)c(Cl)c1)C(=O)N1CCCCC1
    -6% | 24% | -70%[inhibitor] | 25% | ? | 0% | 38 | 4% | -11%
CCOC(=O)C1CC(c2ccccc2)=NN1c1ccccc1 (stereo not drawn)
    -1% | 0% | . | 7% | . | 2% | 15 | . | 17%
COCCNC(=O)c1cc2c(s1)-c1ccc(Cl)cc1SC2
    -16% | 5% | 29% | 1% | ? | -24% | -57* | 6% | 10%
O=C(COC(=O)c1cccc(Cl)c1)Nc1cc(Cl)ccc1Oc1ccccc1
    9% | 7% | 18% | -3% | ? | 4% | -3 | -1% | 3%
CCCCNC(=O)C1CCN(c2nc(OC)nc(OC)n2)CC1
    25% | -6% | -1% | 21µM* | 5% | 10% | 7 | 1% | 0%
O=C(O)CCC(=O)N1CCc2c([nH]c3ccccc23)C1C(F)(F)F (stereo not drawn)
    3% | -7% | -2% | ? | 0% | -14% | 15 | 7% | 2%
COc1cc(C(=O)NCCCNc2nc3cc(C)cc(C)c3cc2C#N)cc(OC)c1OC
    3% | ? | 14% | 5.8µM* | ? | 0% | -9 | -3% | -4%
COCCCNC(=S)NC(=O)c1ccccc1
    10% | -5% | 4% | ? | ? | 9% | 2 | 50%[activator] | 0%
CCC1CCc2c(sc(NC(=O)CSc3nc(-c4ccco4)cc(C(F)(F)F)n3)c2C#N)C1 (stereo not drawn)
    8% | 0% | -2% | -23% | 4% | 1% | -1 | -9% | -11%
COc1ccc(NC(=O)N2c3ccccc3C(C)=CC2(C)C)cc1
    -5% | 12% | -1% | 0% | 9% | 13% | 25 | -11% | -3%
CCOC(=O)NC(NC(=O)OCC)C(=O)c1ccc(F)cc1
    6% | 6% | -9% | ? | 0% | 3% | -3 | 11% | -7%
Cc1csc2nc(CSc3nncn3-c3ccccc3)c(Br)n12
    10% | 6% | -5% | -10% | ? | 10% | 20 | 3% | 14%
CCOC(=O)[C@]12CCC=C1N(CCC1=CCCCC1)C(=O)[C@H](CC(=O)NCCCOC)C2
    27% | 12% | . | -20% | . | 5% | 0 | 3% | 2%
Cc1ccc(S(=O)(=O)N2CCN(C(=O)CCC(=O)NCc3ccc(F)cc3)CC2)cc1
    -4% | 16% | 2% | -10% | -1% | -3% | 26 | -2% | 7%
Cc1nc2sc3c(O)cc(=O)[nH]c3c2c(C)c1C
    8% | 3% | -3% | 11% | 3% | 3% | 22 | 4% | -16%
O=C(Nc1nnc(SCc2ccc(Cl)cc2)s1)c1cnccn1
    -6% | -11% | 2% | -31% | 26% | -5% | 4 | 5% | -12%
CC(C)OCCCn1c(=S)[nH]c2ncccc2c1=O
    17% | 6% | -5% | 0% | 1% | 28% | -7 | -3% | -30%
O=C(O)c1ccccc1C(=O)c1ccc(Oc2ccccc2)cc1
    11% | 13% | -2% | -4% | -3% | 10% | 3 | 3% | -19%[57.1 µM]
COC(=O)[C@]1(Cc2ccccc2)N[C@H](CN(C)C(=O)NC(C)C)[C@@H]2C(=O)N(Cc3ccccc3)C(=O)[C@@H]21
    3% | -3% | ? | -1% | -4% | -1% | 6 | -3% | 2%
CCOc1ccc(Br)cc1S(=O)(=O)Nc1cccc(S(=O)(=O)N2CCOCC2)c1
    2% | 8% | 7% | 16% | -3% | -6% | 33 | 0% | 4%
Cc1ccc(NC(=O)COC(=O)c2cc(Cl)ccc2[N+](=O)[O-])cc1
    10% | 2% | -7% | -5% | 0% | 7% | 39 | -1% | -18%
CCS(=O)(=O)N1Cc2ccccc2CC1C(=O)N1CCN(c2ccccc2)CC1 (stereo not drawn)
    -2% | -2% | 3% | 10µM* | 11% | 1% | -1 | -8% | ?
O=C(N/N=C/c1ccc([N+](=O)[O-])o1)c1ccccc1NS(=O)(=O)c1cccs1
    ? | ? | ? | -5% | 18µM* | ? | -12 | . | -11%[11.6 µM]
COC(=O)C1CCN(C(=O)NC2CCCCC2)CC1
    8% | 7% | 1% | 15% | 0% | 6%[9.24 µM] | 11 | 1% | -2%[57.1 µM]
CCCCCc1ccc(OCCCC[n+]2ccccc2)c(CCCCC)c1
    23µM* | ? | ? | ? | 23µM* | 8.2µM* | -93* | 14µM* | -6%
COc1ccc(Cc2nnc(NC(=O)C(C)(C)C)s2)cc1
    23% | 14% | -73%[inhibitor] | 2% | 3% | -5% | 23 | 7% | 10%
C[C@H]1CN(CCc2ccccc2)C(=O)[C@@H]1CC(=O)Nc1ccccc1
    5% | 4% | . | -29% | . | 1% | -20 | 5% | -6%
Cc1ccccc1C(=O)O/N=C1\CCS(=O)(=O)c2sccc21
    -1% | 6% | -6% | 0% | 3% | -3% | 0 | 71%[activator] | -7%[57.1 µM]
C#CCSc1ncc(S(=O)(=O)c2ccccc2)c(=O)[nH]1
    5% | 11% | 0% | 0% | 0% | 14% | 22 | 15% | 3%
Cc1ccc(/C=C(\NC(=O)c2ccccc2)C(=O)NCC2CCCO2)o1 (stereo not drawn)
    11% | 1% | 1% | 6% | 2% | -7% | 12 | . | -10%
CCCCN(CCCNC(=O)C1CCN(S(=O)(=O)N2CCOCC2)CC1)Cc1ccccc1
    6% | 0% | -3% | -6% | -1% | 3% | -9 | -2% | -1%
Cc1ccc(N2C(=O)C3CCC(C)(C2=O)C3(C)C)cc1C (stereo not drawn)
    1% | ? | -2% | -18% | 2% | 0% | -6 | -9% | -2%
C=C(C)c1cccc(C(C)(C)NC(=O)N2CCOCC2)c1
    1% | 11% | -1% | 1% | -7% | 3% | -4 | 2% | 13%
CCOc1ccc(NC(=O)C2CCN(S(=O)(=O)CC)CC2)cc1
    11% | 27% | 0% | 11% | 0% | 14% | 21 | 6% | 1%
Cc1ccc(C(=O)CCC(=O)NCc2ccccc2)cc1
    -3% | -17% | 4% | 6% | -5% | -1% | 1 | . | 8%
N#CC(c1ccc(O)cc1)N1CCOCC1 (stereo not drawn)
    2% | 8% | -1% | 10% | -4% | 1% | -2 | 3% | -1%
Cc1ccc(NC(=O)C(C)Sc2n[nH]c(CNc3ccccc3)n2)cc1 (stereo not drawn)
    -6% | -9% | 7% | 4% | -11% | -19% | -25 | 0% | -3%
O=C(Cc1ccc(NC2=NC3CS(=O)(=O)CC3S2)cc1)NCc1ccc(Cl)cc1 (stereo not drawn)
    7% | 2% | -12% | 14% | 0% | -2% | 8 | 14% | 7%
O=C(CSc1nnnn1C1CCCCC1)NCc1ccccc1
    -1% | -5% | -3% | -5% | 5% | 2% | -13 | 2% | -9%
Nc1nc(SCCO)[nH]c(=O)c1NC(=O)c1ccccc1F
    ? | 0% | -17% | -2% | 8% | 27% | 0 | -4% | -3%
C/C(=N\NC(=O)c1ccoc1C)c1ccccc1O
    3.3µM* | 15µM* | 2.3µM* | ? | 7.3µM* | 13µM* | 1 | -39% | -9%[57.1 µM]
COc1ccc(-c2oc(NC(=O)CCl)c(C#N)c2-c2ccc(OC)cc2)cc1
    ? | ? | ? | ? | ? | ? | -93* | 18µM* | -8%[11.6 µM]
CC(NC(=O)Cn1cc([N+](=O)[O-])cn1)c1ccc(C(C)(C)C)cc1 (stereo not drawn)
    2% | 1% | -4% | 0% | 6% | 0% | 16 | -30% | -3%
CCOc1ccc(-c2nc(N)ncc2Oc2ccc(OC)cc2)c(O)c1
    23µM* | -18% | -74%[inhibitor] | ? | ? | ? | -87* | 8% | -14%
CC1=NNC(=O)/C1=C\c1cn(-c2ccccc2)nc1-c1ccc(Cl)cc1
    7.3µM* | 26µM* | 12µM* | 16µM* | 3.7µM* | 5.8µM* | -119* | 13µM* | -11%
COC(=O)N1CCCCC1c1cc(C(=O)Nc2cccc3c2CCCC3)no1 (stereo not drawn)
    -4% | -2% | . | -7% | . | 9% | 9 | 15% | -12%
COc1ccc(N2C(=O)CC(Sc3n[nH]c(-c4ccccc4)n3)C2=O)cc1 (stereo not drawn)
    7% | 20% | 4% | -11% | 27% | 10% | 2 | -15% | -14%
COc1ncc(-c2cccc3nccn23)c(OC)n1
    14% | 0% | . | -13% | . | 13% | 33 | 14% | -5%
Cc1cc(F)ccc1C(O)c1ncc(-c2cccc(F)c2)[nH]1 (stereo not drawn)
    -14% | 0% | . | 0% | . | -6% | -17 | 6% | 1%
COc1cc(/C=N/NC(=O)C(Cc2c[nH]c3ccccc23)NC(=O)OCC(C)C)cc([N+](=O)[O-])c1O (stereo not drawn)
    -14% | -13% | -4% | 1% | 0% | 0% | 22 | -17% | -20%
CCOC(=O)C1=C(COC(=O)c2cc(OC)c(OC)cc2[N+](=O)[O-])NC(=O)NC1C (stereo not drawn)
    -3% | 6% | -1% | -20% | -2% | 7% | -10 | 6% | -3%

Some of the entries so far, as a markdown table.
| compound | HT1080NT lethal | KB-3-1 tox | SW480 rereplic | KB-V1 MDR tox | MCF10A rerep | HT1080 IDH1KD tx | IL1B secr inh | ATXN2 expr inh | WRN inhibitor |
| --- | --- | --- | --- | --- | --- | --- | --- | --- | --- |
| Cc1csc2nc(CSc3nncn3-c3ccccc3)c(Br)n12 | 10% | 6% | -5% | -10% | ? | 10% | 20 | 3% | 14% |
| CCOC(=O)[C@]12CCC=C1N(CCC1=CCCCC1)C(=O)[C@H](CC(=O)NCCCOC)C2 | 27% | 12% | . | -20% | . | 5% | 0 | 3% | 2% |
| Cc1ccc(S(=O)(=O)N2CCN(C(=O)CCC(=O)NCc3ccc(F)cc3)CC2)cc1 | -4% | 16% | 2% | -10% | -1% | -3% | 26 | -2% | 7% |
